DENV2 CPE: inhibitors of DENV2 cytopathic effect, primary screen, cell-based, plate reader, single concentration | 350,000 tested, 1.7% active | DENV2-infected cells, cytopathic effect rescue | CPE inhibition, % at 9.99 µM; in the data active = CPE inhibition above about 20%, passing the limit was not always enough; inconclusive = no clear call, values can overlap the other calls; tested in BHK-21 cells;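 note: 0% = median of neutral control wells and 100% = median of positive control wells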
ARNT TACC3 PPI: disruptors of ARNT/TACC3 protein interaction, primary screen, biochemical, AlphaScreen, single concentration. AlphaScreen His-ARNT PAS-B/GST-TACC3 binding, luminescence; TACC3 fragment carries E629A point mutation. inhibition, % at 9.99 µM. 390,000 tested, 0.66% active. AID 623870, 2012;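 active = mean inhibition of replicates at least 50% and at least half of replicates each reaching 50%; inconclusive = half or more replicates reach 50% but mean below 50%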;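 note: 0% = complete ARNT plus TACC3 wells and 100% = ARNT alone without TACC3; many hits fall short of the cut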
CASP6 VEID inh: human caspase-6 inhibitors, primary screen, biochemical, VEID-R110 fluorescence, single point, set 2. purified caspase-6, Z-VEID-R110 cleavage fluorescence. inhibition, % at 12.5 µM. 350,000 tested, 0.53% active. AID 686996, 2013;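 active = mean inhibition across replicates at least about 35%, with every replicate also reaching that limit, limit read from the data; inconclusive = only one of the two criteria met; inactive = neither criterion met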;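 note: 0% = median of neutral control wells and 100% = no fluorescence left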
Target sequence (P55212 24-179 limits assumed): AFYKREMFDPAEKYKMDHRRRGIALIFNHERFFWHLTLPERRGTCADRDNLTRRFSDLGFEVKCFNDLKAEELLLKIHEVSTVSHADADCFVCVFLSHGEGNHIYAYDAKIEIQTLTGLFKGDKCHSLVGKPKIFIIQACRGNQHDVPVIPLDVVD
Target sequence (P55212 194-293 limits assumed): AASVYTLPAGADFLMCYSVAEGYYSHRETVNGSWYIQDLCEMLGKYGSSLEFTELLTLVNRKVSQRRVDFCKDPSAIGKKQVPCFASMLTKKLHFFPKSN
EWS-Fli block: EWS/Fli-driven NR0B1 reporter inhibitors, primary screen, A673 cells, NR0B1 luciferase, luminescence, MLPCN library; inhibition, % at 12.6 µM; 350,000 tested, 0.67% active; viability-normalised;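 active = mean inhibition of at least 50% after viability correction, with every replicate also passing that limit; inconclusive = mean reaches 50% but only one of two replicates passes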;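 note: firefly luciferase signal divided by Alamar Blue viability fluorescence both relative to DMSO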
LGR2 antag: inhibitors of bursicon-induced LGR2 CRE-luciferase signal, primary screen, cell-based, HEK293, CRE-luciferase reporter, bursicon stimulation; bursicon-stimulated, 4 h; inhibition, % at 9.99 µM; AID 720647, 2013; Drosophila bursicon receptor LGR2 (rickets); 380,000 tested, 0.35% active;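 active = drop in luminescence signal, shown as inhibition above about 50% in the replicate tests, limit read from the data, passing the limit was not always enough; inconclusive = probably only some replicates passing the limit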;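 note: agonist challenge used bursicon conditioned medium at about half maximal strength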
SIRT5 block: SIRT5 desuccinylase inhibitors, primary screen, biochemical, fluorescence imaging, single point, set 5 | 330,000 tested, 1.1% active | NAD-dependent protein deacylase sirtuin-5, mitochondrial (Homo sapiens), Q9NXA8 | AID 652115, 2013 | inhibition, % at 15 µM | Purified SirT5, succinyl-peptide AMC, trypsin-coupled fluorescence; in the data active = inhibition above about 15%; inconclusive = no clear call, values can overlap the other calls
Target sequence (Q9NXA8 whole entry, looked up): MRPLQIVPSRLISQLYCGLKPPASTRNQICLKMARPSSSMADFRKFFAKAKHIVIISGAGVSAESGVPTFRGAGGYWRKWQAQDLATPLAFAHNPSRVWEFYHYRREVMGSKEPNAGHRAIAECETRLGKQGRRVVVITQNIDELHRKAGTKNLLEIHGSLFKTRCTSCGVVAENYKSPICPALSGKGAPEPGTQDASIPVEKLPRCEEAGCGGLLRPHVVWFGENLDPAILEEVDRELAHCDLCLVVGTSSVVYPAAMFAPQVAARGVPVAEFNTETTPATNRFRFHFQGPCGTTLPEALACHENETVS
PAX8 reporter: inhibitors of PAX8-driven TPO luciferase reporter, primary screen, RMG-I cells, single concentration | inhibition, % at 12.6 µM | AID 652154, 2013 | 360,000 tested, 1.2% active | SteadyGlo, 24 h;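 active = mean replicate inhibition at least 60% with every replicate also reaching 60%; inconclusive = only one of the two criteria is met; inactive = mean below 60% and not all replicates reaching 60%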;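 note: luciferase light reporting Pax8 driven TPO promoter activity; plate controls were median of neutral control wells for no effect and mitoxantrone controls for full effect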
The depositor's hits bear a star; ? = inconclusive; · = not tested or not shown.

SMILES	DENV2 CPE	ARNT TACC3 PPI	CASP6 VEID inh	EWS-Fli block	LGR2 antag	SIRT5 block	PAX8 reporter
O=C(CCc1ccccc1)N1N=C(c2ccncc2)CC1(O)C(F)(F)F (stereo not given)	·	·	-2	-2	11	0	1
COc1cc(C(=O)Nc2ccc(C)cn2)c([N+](=O)[O-])cc1OC	2	0	-9	4	0	-5	4
COc1ccccc1N1CCN(C2CCN(S(=O)(=O)c3ccc(NC(C)=O)cc3)CC2)CC1	8	-2	-4	-3	26	-3	7
CCCCCNc1ncnc2c(C)[nH]nc12	2	·	0	-32	-16	·	-51
COc1ccc(CN(CCC(c2ccccc2)c2ccc(OC(C)C)cc2)C(=O)CCl)cc1OC (stereo not given)	·	-2	·	·	-8	·	5
C[C@H]1CN([C@@H](C)CO)C(=O)Cc2cc(NC(=O)Nc3ccccc3)ccc2O[C@@H]1CN(C)C(=O)Nc1ccccc1	-9	7	0	6	10	3	19
COc1ccc(-c2ccc3n(c2=O)C[C@H]2[C@H](CO)[C@@H](C(=O)N4CCOCC4)[C@@H]3N2C)cc1	7	0	5	-2	9	-35	·
COc1ccc(-c2cn(CC[C@@H]3CC[C@@H](NC(=O)c4cnccn4)[C@H](CO)O3)nn2)cc1	10	-8	0	-12	3	-5	-7
CN(Cc1ccc(Cl)c(Cl)c1)C(C(=O)NCc1ccccc1)c1ccc(C(F)(F)F)cc1 (stereo not given)	18	·	-3	21	6	3	-5
CNC(=O)c1c(NC(=O)C2=COCCO2)sc2c1CCC(C)C2 (stereo not given)	-3	-18	-3	-27	0	-1	·
O=C1CSC(c2cccc([N+](=O)[O-])c2)N1C1CC2CCC1C2 (stereo not given)	-2	3	-6	2	-8	-3	-2
O=C(Cc1cccs1)NCCS(=O)(=O)N1CCN(c2cccc(Cl)c2)CC1	-1	0	5	6	-3	-2	13
Cc1ccc(C2(C)NC(=O)N(CC(=O)N3CCN(S(=O)(=O)c4cccs4)CC3)C2=O)cc1 (stereo not given)	-2	7	3	6	-4	-3	21
COc1ccccc1N(C(=O)Cn1nnc(-c2ccc(C)o2)n1)C(C(=O)NC1CCCC1)c1ccncc1 (stereo not given)	-3	-4	-5	7	7	3	3
COc1ccc(/C=C/C(=O)OCC(=O)c2c(N)n(C)c(=O)n(C)c2=O)cc1	·	-2	·	·	-6	·	7
Cc1ccc(NC(=O)COC(=O)COc2ccc(Cl)cc2)c([N+](=O)[O-])c1	-4	-2	1	0	·	-1	-21
Cc1ccc(S(=O)(=O)N2CCC(=O)N([C@H](COCc3ccc(C(F)(F)F)cc3)C(C)C)CC2)cc1	-1	·	4	13	10	·	35
C=CCC[C@@H](Cc1ccc(F)cc1)C(=O)OC[C@@H](C)NC(=O)[C@H](CC=C)CC(=O)N(CCO)Cc1ccccc1	-6	10	2	-4	10	-1	31
NC1=NC(c2ccc([N+](=O)[O-])cc2)N(c2ccc(F)cc2)C(N)=N1 (stereo not given)	2	0	4	-4	·	-4	-9
COc1ccc(-c2c(C#Cc3ccccc3)c3ccccc3n2C)cc1	18	0	-2	-36	·	·	-2
CC(C)[C@H](NC(=O)OC(C)(C)C)c1cc(C(=O)NCCO)c(N)s1	7	·	2	4	-10	0	-23
CCC(C)[C@H]1CN=C(N)N1CCc1cccc2ccccc12 (stereo not given in full)	-7	6	3	2	·	-4	-14
O=C(C[C@@H]1C=C[C@H](NC(=O)Nc2cc(F)ccc2F)[C@@H](CO)O1)Nc1ccccc1	2	-5	0	1	12	-4	-14
CN(C)C(CNC(=O)CCc1nc2cc(Cl)ccc2n(Cc2ccccc2)c1=O)c1ccccc1 (stereo not given)	-1	10	-1	3	-2	-1	22
CCN(CC)S(=O)(=O)c1ccc(N/N=C(\C)c2ccc3c(c2)OCO3)c([N+](=O)[O-])c1	·	-2	·	·	2	·	-10
COCC(=O)Nc1ccc2c(c1)OC[C@H](C)N(C(=O)c1cnccn1)C[C@H](C)[C@@H](OC)CN(C)C2=O	-8	·	-2	-9	-5	·	-10
O=C(c1ccccc1F)N1CC(=O)N2[C@H](C1)[C@H](c1ccc(C#Cc3ccccc3)cc1)[C@@H]2CO	5	·	-1	1	1	1	·
Cc1ccc(CNC(=O)c2ccc(CS(=O)(=O)c3ccccc3C)o2)cc1	-5	-2	3	·	11	4	6
CO[C@@H]1CN(C)C(=O)c2cc(NC(=O)C3CCC3)ccc2OC[C@@H](C)N(Cc2ccccn2)C[C@@H]1C	-11	8	-4	-3	14	2	-1
Cc1cc(C)n(CCC(=O)N=Nc2c(O)[nH]c3ccccc23)n1	-2	5	-7	-10	10	1	31
Cc1cc(=O)[nH]c2c(C)cc(S(=O)(=O)N3CCCCC3)cc12	-10	-3	-1	·	-2	-2	2
C[C@H](CO)N1C[C@H](C)[C@H](CN(C)C(=O)Nc2ccccc2)Oc2c(NC(=O)C3CCOCC3)cccc2C1=O	15	-3	1	1	-4	-1	4
C[C@@H](NC(=O)C[C@@H]1C[C@@H]2c3cc(NC(=O)CN(C)C)ccc3O[C@@H]2[C@@H](CO)O1)c1ccccc1	5	5	-3	-5	3	1	-10
COc1ccccc1-c1sc2cc3c(cc2c1C#CCO)OCO3	?	-9	0	-2	5	-1	16
O=C(NCc1ccc(F)cc1)[C@H]1[C@H](CO)[C@H]2Cn3c(cccc3=O)[C@@H]1N2CC1CCCC1	43*	-4	-4	7	-13	1	·
C[C@H](CO)N1C[C@H](C)[C@@H](CN(C)Cc2ccc(C(F)(F)F)cc2)Oc2ccc(NC(=O)Nc3ccc4c(c3)OCO4)cc2C1=O	10	5	5	8	11	9	·
CCN1C(=O)C(CC(=O)Nc2ccc(Cl)cc2)N(NC(=O)c2ccncc2)C1=S (stereo not given)	1	·	1	6	·	-5	18
CCOC(=O)C1(Cc2ccccc2C)CCCN(C(=O)c2cc(C3CC3)[nH]n2)C1 (stereo not given)	26*	-1	3	-11	-19	-5	-1
COc1ccc(NC(=O)c2ccccc2NC(=O)C2CCCCC2C(=O)O)cc1 (stereo not given)	-2	-2	0	-49	-32	-1	-106
CCCNC(=O)N1C[C@@H](C)[C@H](OC)CN(C)C(=O)c2ccc(NC(=O)C3CCC3)cc2OC[C@H]1C	40*	·	-2	-3	3	1	·
COc1ccc(OC)c(C2C=C(C34CC5CC(CC(C5)C3)C4)NC(=S)N2)c1 (stereo not given)	1	12	1	20	38	-1	24
C[C@@H]1CN([C@@H](C)CO)C(=O)c2cc(NS(C)(=O)=O)ccc2O[C@H]1CN(C)C(=O)Nc1ccc(F)cc1	2	-17	-2	7	-29	-1	1
C[C@H](CO)N1C[C@H](C)[C@@H](CN(C)Cc2ccccc2)Oc2ncc(C#CC3(O)CCCC3)cc2C1=O	-4	-1	2	-1	-5	-1	·
CC(=O)Nc1ccc(Nc2nc(C)nc3c2nnn3Cc2ccccc2Cl)cc1	8	2	3	-48	5	2	9
C[C@@H]1CCCCO[C@@H](CN(C)Cc2ccc(C(F)(F)F)cc2)[C@@H](C)CN([C@@H](C)CO)C(=O)c2cc(NC(=O)c3ccncc3)ccc2O1	-5	0	4	3	20	13	12
O=C(N/N=C/c1ccco1)c1ccc(NC(=O)c2ccc(Cl)cc2)cc1	2	-2	0	3	14	-5	-5
COc1ccc2c3c(n(C)c2c1)[C@H](CO)N(Cc1ccccc1F)CC31CN(C(=O)C2CC2)C1	0	·	-1	-1	8	0	0
CCOC(=O)N1CCc2c(sc(NC(=O)CN3CCOCC3)c2C#N)C1	3	·	-3	-4	-5	-1	12
CN(Cc1ccco1)C(=O)c1c[nH]c2ccc(S(=O)(=O)Nc3ccc4c(c3)OCCO4)cc2c1=O	-10	-3	5	3	1	3	-7
COc1ccc(-c2nc(SC(CC(=O)NCCO)c3cccs3)n[nH]2)cc1 (stereo not given)	-6	-25	-2	6	0	·	-4
C=CCOc1ccc(CNCCc2ccc(S(N)(=O)=O)cc2)cc1	2	-1	-6	8	2	1	-14
COC(C(=O)Nc1ccnn1C1CCN(C(=O)c2ccc(C=O)cc2)CC1)c1ccccc1 (stereo not given)	-6	11	-1	-4	2	-2	-9
Cc1noc(C)c1S(=O)(=O)Nc1cccc2c1O[C@H](CN(C)Cc1ccccc1)[C@H](C)CN([C@H](C)CO)C2=O	-5	-11	0	-1	-63	-4	-11
NC(=O)c1ccsc1NC(=O)c1ccc(S(=O)(=O)N2CCCC2)cc1	6	10	1	-98	-43	0	-66
CC(C)OC(=O)/C=C1\C[C@@H](c2ccccc2C(F)(F)F)O[C@@H](c2ccccc2C(F)(F)F)O1	4	·	-4	21	6	-3	-7
COc1ccc2c3c(n(C)c2c1)[C@H](CO)N(C(=O)Nc1ccc(F)cc1)CC31CCN(C(=O)CN2CCOCC2)CC1	-1	·	2	-8	-14	2	·
NC(CCc1ccccc1)c1csc(Nc2ccc(C(=O)NCCO)cc2)n1 (stereo not given)	3	·	-1	4	-3	·	11
O=C([C@H]1[C@H](CO)[C@H]2Cn3c(cccc3=O)[C@H]2N1C(=O)C1CCCCC1)N1CCOCC1	-3	7	-1	6	-23	-5	·

Some of these compounds in order of molar mass, smallest number first:
SMILES	DENV2 CPE	ARNT TACC3 PPI	CASP6 VEID inh	EWS-Fli block	LGR2 antag	SIRT5 block	PAX8 reporter
CC(C)OC(=O)/C=C1\C[C@@H](c2ccccc2C(F)(F)F)O[C@@H](c2ccccc2C(F)(F)F)O1	4	·	-4	21	6	-3	-7
CN(Cc1ccco1)C(=O)c1c[nH]c2ccc(S(=O)(=O)Nc3ccc4c(c3)OCCO4)cc2c1=O	-10	-3	5	3	1	3	-7
Cc1noc(C)c1S(=O)(=O)Nc1cccc2c1O[C@H](CN(C)Cc1ccccc1)[C@H](C)CN([C@H](C)CO)C2=O	-5	-11	0	-1	-63	-4	-11

Four of these compounds, set out differently:
COc1ccc(-c2nc(SC(CC(=O)NCCO)c3cccs3)n[nH]2)cc1 (stereo not given)
  DENV2 CPE: -6
  ARNT TACC3 PPI: -25
  CASP6 VEID inh: -2
  EWS-Fli block: 6
  LGR2 antag: 0
  SIRT5 block: ·
  PAX8 reporter: -4

COc1ccc2c3c(n(C)c2c1)[C@H](CO)N(C(=O)Nc1ccc(F)cc1)CC31CCN(C(=O)CN2CCOCC2)CC1
  DENV2 CPE: -1
  ARNT TACC3 PPI: ·
  CASP6 VEID inh: 2
  EWS-Fli block: -8
  LGR2 antag: -14
  SIRT5 block: 2
  PAX8 reporter: ·

Cc1noc(C)c1S(=O)(=O)Nc1cccc2c1O[C@H](CN(C)Cc1ccccc1)[C@H](C)CN([C@H](C)CO)C2=O
  DENV2 CPE: -5
  ARNT TACC3 PPI: -11
  CASP6 VEID inh: 0
  EWS-Fli block: -1
  LGR2 antag: -63
  SIRT5 block: -4
  PAX8 reporter: -11

O=C([C@H]1[C@H](CO)[C@H]2Cn3c(cccc3=O)[C@H]2N1C(=O)C1CCCCC1)N1CCOCC1
  DENV2 CPE: -3
  ARNT TACC3 PPI: 7
  CASP6 VEID inh: -1
  EWS-Fli block: 6
  LGR2 antag: -23
  SIRT5 block: -5
  PAX8 reporter: ·

Screening results deposited in PubChem by Broad Institute.
